Screening results deposited in PubChem BioAssay by National Center for Advancing Translational Sciences (NCATS).
GLP1R inv ag = inverse agonists of human GLP-1 receptor | P43220 | HEK293 GLP-1R CRE-luciferase, luminescence, 24 h; GLP-1R form is constitutively active | Potency, µM (highest dose often 38.3 µM), for inactives: at the top dose activity change, negative = inhibition, actives largely listed as inhibitors | 410,000 tested, 1.6% active; note: potency is the fitted concentration of half-maximal effect; % is set by controls: 0 for no effect and ±100 for the full control effect; nearly all actives have a fitted effect of over 55% in size
Target sequence (P43220 whole entry, looked up): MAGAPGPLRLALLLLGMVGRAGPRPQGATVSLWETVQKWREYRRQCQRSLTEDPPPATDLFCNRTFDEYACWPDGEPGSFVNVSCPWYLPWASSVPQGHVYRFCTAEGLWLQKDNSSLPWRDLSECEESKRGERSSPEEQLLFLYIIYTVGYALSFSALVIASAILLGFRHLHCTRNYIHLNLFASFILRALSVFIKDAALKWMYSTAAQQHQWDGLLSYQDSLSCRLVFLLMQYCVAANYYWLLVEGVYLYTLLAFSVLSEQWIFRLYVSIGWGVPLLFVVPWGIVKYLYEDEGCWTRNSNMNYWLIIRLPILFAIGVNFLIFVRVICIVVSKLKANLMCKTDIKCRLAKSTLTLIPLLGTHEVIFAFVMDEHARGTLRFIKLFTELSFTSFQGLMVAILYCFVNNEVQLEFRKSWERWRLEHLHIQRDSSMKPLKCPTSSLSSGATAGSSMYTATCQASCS
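Luminescence readout: a drop in cAMP-driven luciferase signal flags inverse agonism at a constitutively active GLP-1R stably expressed in HEK293. Compound exposure lasted 24 hr at 37 deg C, 5% CO2.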
EPAC1 antagonist = blocks human EPAC1 exchange factor; O95398; EPAC1 GEF assay, Rap1b-BODIPY-GDP exchange fluorescence; Potency, µM (top dose mostly 115 µM), for the others: top-dose activity change, negative = inhibition, most hits filed as inhibitors; 360,000 tested, 0.14% active; AID 720709;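 note: potency is the fitted concentration of half-maximal effect; plate controls were vehicle for no effect and positive control for full effect; nearly all actives have a fitted effect of over 50% in size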
EPAC1 agonist = EPAC1 (human) agonism; EPAC1 agonist qHTS, biochemical assay; response scale: 100% = response to 6.5 mM cAMP; 360,000 tested, 0.073% active; Potency, µM (titrated, usually from 154 µM), for inactives: top-dose activation, usual class: activators; note: potency is the fitted concentration of half-maximal effect; nearly all actives have a fitted effect of over 60% in size
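Multi-concentration qHTS readout: loss of Rap1B-bound BODIPY-GDP fluorescence driven by 100 nM EPAC1 with excess GDP (50 uM), monitored kinetically at room temperature; agonist response expressed relative to 6.5 mM cAMP.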
GLP1R ag = activates the human GLP-1 receptor. P43220. 380,000 tested, 0.007% active. Potency, µM (doses to about 45.6 µM), without a hit: at the highest dose activation, usual class: activators. HEK293 GLP-1R CRE-luciferase, luminescence, 4-6 h; cells express a hypersensitive GLP-1R form; note: potency is the fitted concentration of half-maximal effect; % of control where 0% means no effect
PLK1 PBD inh = PLK1 (human) polo-box domain binding inhibition. 360,000 tested, 2.8% active. Potency, µM, for inactives: max response, negative = inhibition, hits mostly inhibitors. Plk1 PBD binding of FITC phosphopeptide, fluorescence polarization. AID 720504; note: potency is the fitted concentration of half-maximal effect; series mostly up to about 57 µM; % is set by controls: 0 for no effect and ±100 for the full control effect; nearly all actives have a fitted effect of over 65% in size
IL2 activator = IL-2 activation | IL-2 activation reporter assay, cell-based qHTS; stimulated with anti-CD3/CD4/CD28 beads; in transgenic mouse T cells | activation, % (series mostly up to about 46 µM) | 360,000 tested, 0.065% active | AID 652025; in the data active = activation above about 50%; inconclusive = mostly about 30% to 49%; note: 0% is about no effect
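Readout is EGFP and DsRed signal by fluorescent plate cytometry after 18 h at 37 degrees C. Transgenic mouse T cells (750/well) received compound for 60 min before bead stimulation (anti-CD3, anti-CD4, anti-CD28); memory T cells served as non-tolerant control.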
PI5P4K alpha inh = PI5P4K alpha (human) kinase inhibition. 330,000 tested, 1.2% active. AID 652105. max response, %. PI5P4Kalpha enzyme, ADP-Glo luminescence, 60 min; active compounds read low. P48426; active = max response of -50% or lower; inconclusive = between -30% and -50%; inactive = -30% or higher; note: value at the top dose of about 77 µM; % is set by controls: 0 for no effect and ±100 for the full control effect
Target sequence (P48426 whole entry, looked up): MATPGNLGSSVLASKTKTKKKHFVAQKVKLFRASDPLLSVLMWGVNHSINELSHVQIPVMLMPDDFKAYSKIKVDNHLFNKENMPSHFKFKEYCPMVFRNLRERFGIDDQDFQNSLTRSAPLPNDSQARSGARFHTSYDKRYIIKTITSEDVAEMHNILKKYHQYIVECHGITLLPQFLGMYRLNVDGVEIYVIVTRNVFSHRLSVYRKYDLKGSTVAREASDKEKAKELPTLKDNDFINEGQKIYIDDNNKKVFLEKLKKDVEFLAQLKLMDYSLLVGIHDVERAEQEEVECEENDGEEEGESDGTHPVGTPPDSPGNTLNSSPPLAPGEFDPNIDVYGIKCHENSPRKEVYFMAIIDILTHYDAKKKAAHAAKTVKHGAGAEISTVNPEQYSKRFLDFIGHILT
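Reactions run in 0.038 M HEPES pH 7.4, 0.28 mM EGTA, 0.1% CHAPS and 5% DMSO, with PI5P4Kalpha, substrate, compound and 5 microM ATP final, one hour at room temperature. Readout is ADP-Glo luminescence.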
PTHR1 ag = agonists of human PTHR1 parathyroid hormone receptor; HEK293 GP2 PTHR1 cells, GloSensor cAMP luminescence, 1 h; Potency, µM (series often up to 115 µM), for the others: top-dose activation, actives largely listed as activators; 410,000 tested, 0.075% active; AID 743266; note: potency is the fitted concentration of half-maximal effect; nearly all actives have a fitted effect of over 55% in size; some results filed as inactive show a strong effect at the top dose; inactives centre near -15; many of its hits are not listed in these tables
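HEK-293-derived GP2 cells expressing PTHR1 and a GloSensor cAMP reporter, 3,000/well, plated overnight, given luciferin plus IBMX (each 0.5 mM as added) for 1 h at 37 °C, then compound for 1 h at 37 °C. Luminescence was read after 15 min at room temperature.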
HEK293 tox = cytotoxic in the GLP-1 receptor inverse agonist counter-screen | HEK293 cAMP-luciferase reporter cells, luminescence, 24 h | Potency, µM (doses to about 38.3 µM), inactives show top-dose activity change, negative = inhibition, most hits filed as inhibitors | 410,000 tested, 0.13% active;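 note: loss of luciferase light is scored as toxicity; potency is the fitted concentration of half-maximal effect; % is set by controls: 0 for no effect and ±100 for the full control effect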
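Compound-treated cells are incubated 24 hr at 37 deg C under 5% CO2 after a 12 hour attachment period, then luciferase detection reagent is added and luminescence is measured following 12 min at room temperature; lowered signal indicates toxicity.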
* = called active by the depositor; i = inactive; ? = inconclusive; . = no result given; [ ] = dose if it differs, or a comment. Unless noted, calls come from the whole dose curve; as a rule, active = well fitted curve in the direction sought with a large enough effect; inconclusive = small, poorly fitted or top-dose-only effect, or another doubt; inactive = no such curve, though single readings can be large; an effect the other way counts as inactive or inconclusive. Some of the compounds tested; the hit share may differ from the screen's.

Structure	GLP1R inv ag	EPAC1 antagonist	EPAC1 agonist	GLP1R ag	PLK1 PBD inh	IL2 activator	PI5P4K alpha inh	PTHR1 ag	HEK293 tox
COCCCn1c(=O)c2ccccc2n(Cc2ccccc2C)c1=O	-21%	-8%	-2%	0%	-11%	-0.7	-6	i	6%
Cc1cccc(/C=C2\Sc3ccc(C(=O)N4CCC(C(N)=O)CC4)cc3N(C)C2=O)c1	?	-5%	-14%	0%	-5%	0.0	0	-61%[inhibitor]	-18%
COc1ccc(C2C(C(=O)N3CCCCC3)CCC(=O)N2c2cc(OC)c(OC)c(OC)c2)cc1 (stereo not drawn)	0%	6%	-1%	-4%	0%	1.0	-1	i	-3%
O=C1NC[C@H](Cc2ccccc2)N(C[C@@H]2CCCN2C[C@H](Cc2ccccc2)N2C[C@H](Cc3ccc(O)cc3)N(CCc3ccccc3)C(=O)C2=O)C1=O	1%	-9%	-16%	-4%	-3%	-0.4	-14	i	-4%
Cc1cc(NC(=O)NCc2ccccc2)c(=O)n(Cc2ccccc2F)c1	-13%	9%	1%	19%	-11%	-0.4	2	i	-2%
Cc1ccc(S(=O)(=O)NC(=O)C2(C)CCN2C(=O)c2ccccc2)cc1 (stereo not drawn)	13%	4%	1%	-1%	-10%	2.6	2	-22%	4%
CCCCn1c(N)c(C(=S)NC(=O)CC(C)C)c(=O)n(C)c1=O	?	14%	-11%	0%	-19%	0.5	-20	-21%	-3%[1.53 µM]
O=C(O)C1C2C=CC(C2)C1C(=O)OCC1CCCO1 (stereo not drawn)	4%	1%	4%	-8%	-8%	0.3	.	-1%[57.5 µM]	4%
COc1ccc(NC(=O)c2oc3ccccc3c2NC(=O)Cc2cccs2)cc1	2%	.	.	2%	.	.	.	-23%	1%
Clc1ccc(N2CCOCC2)nn1	-4%	15%	6%	2%	-11%	-0.9	-9	i	-7%
COc1ccc(CNC(=O)C(CCSC)NS(=O)(=O)c2ccccc2F)cc1 (stereo not drawn)	8%	-22%	0%	10%	-7%	-0.4	-1	i	-9%
COc1ccc(C2=C(c3ccccc3)OC(OC)c3cc(F)ccc32)cn1 (stereo not drawn)	?	-13%	3%	-2%	-4%	0.2	15	-12%	15%
O=C(O)c1cc(N/C(=N\S(=O)(=O)c2ccc(F)cc2)c2ccccc2)ccc1O	12%	4%	-5%	-3%	-1%	-3.0	-27	-46%[inhibitor]	-1%
O=C(NCCN1CCOCC1)c1cccc(S(=O)(=O)N2CCCC2)c1	13%	-10%	13%	4%	-4%	4.2	-4	-2%	4%
Cn1nc(C(C)(C)C)cc1C(=O)Nc1nc2c(s1)C(=O)CC(C)(C)C2	7%	12%	-17%	-6%	-10%	1.9	.	-9%[57.5 µM]	-6%
Cc1cccc(N2C(=O)C3CC3C2=O)c1 (stereo not drawn)	3%	-10%	14%	11%	-11%	-2.0	-8	i	2%
N#CCc1ccc(Oc2ncccn2)cc1	1%	5%	8%	-1%	17µM*	-0.6	?	i	16%
COc1ccc(C2CC(=O)C(C=NCCN3CCOCC3)=C(O)C2)cc1 (stereo not drawn)	4%	-24%	13%	-11%	-7%	1.1	11	-4%[57.5 µM]	3%
COc1ccc(CNC2c3ccccc3-c3ccccc32)cc1OC	-15%	-4%	10%	23%	-20%	-3.7	25	i	0%
N#CC1(Nc2cccc(Cl)c2)CCCC1	9%	-14%	1%	6%	-7%	0.3	-10	-18%	-7%
O=C(NCc1cccnc1)c1ccccc1NS(=O)(=O)c1ccc(Br)cc1	?	-4%	-5%	-3%	-7%	1.4	-10	i	-8%
Cc1ccc(NC(=O)CSc2ccc3c(c2)OCCO3)c(O)c1	?	1%	3%	-1%	-26%	-3.9	-10	-60%	-12%
COc1ccc(-c2cc(NC(C)=O)c3ncc(-c4cccc(C(C)=O)c4)n3c2)cc1OC	-17%	-5%	-5%	7%	?	-0.6	-19	-18%	-19%
CCN(Cc1ccccc1)Cc1nnnn1Cc1ccccc1	?	-21%	-3%	11%	-2%	-2.5	-3	-3%	4%
COc1ccccc1CN1CC(C(=O)N(Cc2cnn(C)c2)C(C)C)CCC1=O (stereo not drawn)	1%	-25%	-3%	-2%	-3%	-0.2	1	i	-9%
CN1C(=S)SC(C)(C)C1N(O)C(=O)Nc1ccc(Cl)cc1 (stereo not drawn)	?	-10%	4%	0%	-16%	-0.5	1	i	10%
Clc1ccc(-c2ccnc(Oc3cc(Cl)ccc3Cl)n2)cc1	-33%	-19%	0%	3%	-4%	-0.4	19	-17%[57.5 µM]	-24%
CN(Cc1ccccc1F)C(=O)CNC(=O)Cc1cccc2ccccc12	?	5%	10%	0%	1%	4.8	3	-8%	4%
CCOC(=O)N1CCN(C(=O)Cc2ccc(-n3c(=S)[nH]c4ccccc4c3=O)cc2)CC1	25%	4%	-4%	1%	-2%	-2.4	.	-4%[57.5 µM]	4%
C=CCn1c(SCc2nc3ccccc3[nH]2)nnc1-c1cccc(OC)c1	0%	-1%	-3%	1%	-1%	-0.5	.	-3%[57.5 µM]	-8%
CC(=O)Oc1ccc2c(=O)c(N3C(=O)c4ccccc4C3=O)c(C)oc2c1C	13%	9%	-2%	4%	-2%	-4.3	-3	0%	-11%
COc1cc(CN2CCN(C(O)(c3ccccc3)c3ccccc3)CC2)cc(OC)c1OC	?	0%	-9%	9%	-6%	-0.1	7	i	-10%
COc1ccc(CCN2CC(C(=O)NCCc3cnn(C)c3)CCC2=O)cc1 (stereo not drawn)	2%	-24%	4%	1%	12µM*	3.3	-25	1%	0%
Cc1cc2occ(CC(=O)O)c2cc1C	0%	5%	1%	-13%	-1%	0.7	-9	i	-15%
CCO[C@H]1OC(C(=O)N2CCOCC2)=C[C@@H](C)[C@@H]1CCCO	-1%	?	0%	-6%	-13%	-0.4	6	13%	5%
Cn1c(=O)c2c(nc(CN3CCN(C(=O)c4ccco4)CC3)n2CC(=O)C(C)(C)C)n(C)c1=O	6%	-8%	3%	10%	-8%	0.4	-5	i	0%
CCc1cc2cc(C(=O)N3CCN(Cc4ccccc4)CC3)sc2s1	0%	-2%	-3%	1%	-2%	-3.7	12	-34%	4%
CCCC(=O)OCCNc1cc(SCCC(=O)OC)c2nonc2c1[N+](=O)[O-]	1%	-2%	-10%	-9%	?	-2.3	-3	-34%[inhibitor]	?
O=C(Nc1ccccc1)Nc1nnc(/C=C/c2ccccc2Cl)s1	1%	-12%	-7%	-22%	6%	0.1	-2	-18%	10%
CCc1c(O)c(-c2ccccc2)c(=O)n(-c2ccccn2)c1-c1ccccc1	1%	0%	5%	-4%	0%	-0.7	0	-10%	1%
CC(C)(C)C(=O)NCc1ccc(C(=O)CN2C(=O)NC3(CCCC3)C2=O)s1	17%	-2%	?	2%	-5%	-0.6	3	i	11%
CCOC(=O)C1=C(COC(=O)c2cccc(N(C)C)c2)NC(=O)NC1C (stereo not drawn)	140%[activator]	6%	-6%	26%	-7%	-4.0	-2	i	5%
O=C(CC[C@H]1O[C@@H](n2ccc(=O)[nH]c2=O)[C@H](O)[C@@H]1O)NCc1ccco1	24%	3%	7%	-1%	1%	-0.9	-3	-5%	2%
O=C(/C=C/c1ccco1)N1CCCC(c2ccccc2)C1 (stereo not drawn)	11%	?	-8%	-5%	?	0.7	-62*	i	5%
CCc1ccccc1NC(=O)CN(C)C(=O)COC(=O)c1cccnc1Cl	13%	4%	-3%	-6%	-3%	3.0	-3	-7%	4%
CCOCCCNC(=O)CN1C(=O)/C(=C/c2ccccc2C)Sc2ccccc21	-21%	19%	-12%	-2%	7%	3.0	1	-4%	5%
CC1(c2ccccc2)NC(=O)N(CC(=O)N2CCN(S(=O)(=O)c3c(F)cccc3F)CC2)C1=O (stereo not drawn)	-23%	?	-2%	1%	?	2.7	2	15%	0%
COc1cc(Br)cc2cc(C(=O)NCC3CCCO3)c(=O)oc12 (stereo not drawn)	5%	-17%	14%	-10%	-8%	-1.8	0	i	-11%
CCCc1nc2nc(C)c(NS(=O)(=O)c3ccc(C4CCCCC4)cc3)c(=O)n2[nH]1	70%[activator]	-11%	7%	22%	-22%	0.1	-12	-4%	4%
Cc1nc2ccc(S(=O)(=O)N(C)CC(=O)NCc3ccc(N(C)C)cc3)cc2s1	?	-12%	-7%	13%	-28%	-0.7	-1	-4%	1%
CCOc1ncccc1C(=O)OCC(=O)c1c(N)n(C)c(=O)n(C)c1=O	24%	-4%	7%	3%	-7%	0.1	-7	-11%	3%
COC(=O)/C=C1\SC(=NC(=O)c2ccc(C)cc2)NC1=O	7%	3%	-4%	-2%	-25%	1.9	2	-20%	9%
Cc1ccc2c(C)nc(N/C(N)=N/S(=O)(=O)c3ccc([N+](=O)[O-])cc3)nc2c1	8%	-3%	-5%	12%	-4%	-0.1	1	-19%	1%
CC(=O)NC(=S)Nc1ccc(S(=O)(=O)N(C)Cc2ccccc2)cc1	6%[7.66 µM]	-14%	27%	5%	-15%	-0.5	-2	-40%[inhibitor]	-7%[7.66 µM]
C(=C\c1ccccc1)/CSc1nnc(-c2cccnc2)o1	7%	-10%	12%	5%	-13%	0.5	.	4%[57.5 µM]	2%
COc1ccc(OC)c(NC(=S)N2CCC(C(O)(c3ccccc3)c3ccccc3)CC2)c1	?	-28%	-6%	-4%	-1%	-0.1	1	i	-9%
COC(=O)c1ccc(NC(=O)COc2ccc([N+](=O)[O-])cc2)cc1	-1%	14%	-3%	-2%	3%	0.7	-3	-25%	5%
